# Assay outcomes from PubChem BioAssay.
# PAFAH2 inh – PAFAH2 (human) inhibition; Q99487; recombinant PAFAH2, FP-rhodamine activity probe, fluorescence polarization; inhibition, % at 3.39 µM; actives 0.99% (n = 340,000);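 active = inhibition above the mean over all tested compounds plus 3 SD, cut at about 30% in these data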;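 also: inhibitors block probe labeling of enzyme so polarization drops; 0% = enzyme with DMSO and 100% = wells lacking PAFAH2 protein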
# pPAFAH FP inh – pPAFAH (human) enzyme inhibition; inhibition, % at 3.39 µM; Q13093; AID 463082; actives 1.5% (n = 330,000); recombinant pPAFAH, FP-rhodamine probe fluorescence polarization;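 active = inhibition above the mean inhibition across the screen plus 3 SD, cut at about 25% in these data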;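 also: inhibitors block binding of the rhodamine activity-based probe so polarization drops; 0% = enzyme with DMSO and 100% = wells lacking pPAFAH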
# Target sequence (Q13093 whole entry, looked up): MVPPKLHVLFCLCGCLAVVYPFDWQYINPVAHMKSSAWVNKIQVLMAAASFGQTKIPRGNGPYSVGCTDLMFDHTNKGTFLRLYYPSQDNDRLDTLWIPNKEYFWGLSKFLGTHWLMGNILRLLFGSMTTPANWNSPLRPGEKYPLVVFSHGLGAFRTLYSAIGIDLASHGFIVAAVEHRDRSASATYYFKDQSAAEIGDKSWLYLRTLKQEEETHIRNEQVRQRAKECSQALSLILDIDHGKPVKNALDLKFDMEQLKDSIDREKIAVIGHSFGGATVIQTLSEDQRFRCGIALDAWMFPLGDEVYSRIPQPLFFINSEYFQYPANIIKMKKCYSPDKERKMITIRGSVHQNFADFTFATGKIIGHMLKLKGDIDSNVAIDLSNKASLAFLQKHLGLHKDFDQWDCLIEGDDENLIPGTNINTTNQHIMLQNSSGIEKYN
# PAFAH1B2 FP inh – PAFAH1B2 (human) inhibition; P68402; recombinant PAFAH1B2, FP-rhodamine activity probe, fluorescence polarization; inhibition, % at 3.39 µM; actives 1.2% (n = 340,000); AID 492953;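 active = inhibition above the mean of all tested compounds plus 3 SD, cut at about 24% in these data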;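 also: 0% = enzyme with DMSO and 100% = wells lacking PAFAH1B2; many of its hits are not listed in these tables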
# PAFAH1B3 FP inh – inhibitors of human PAFAH1B3. recombinant PAFAH1B3, FP-rhodamine probe, fluorescence polarization. inhibition, % at 3.39 µM. actives 0.28% (n = 340,000);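 active = inhibition above the screen-wide average of all tested compounds plus 3 SD, cut at about 25% in these data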;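 also: 0% = enzyme with DMSO only and 100% = wells lacking PAFAH1B3 protein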
# Target sequence (Q15102 whole entry, looked up): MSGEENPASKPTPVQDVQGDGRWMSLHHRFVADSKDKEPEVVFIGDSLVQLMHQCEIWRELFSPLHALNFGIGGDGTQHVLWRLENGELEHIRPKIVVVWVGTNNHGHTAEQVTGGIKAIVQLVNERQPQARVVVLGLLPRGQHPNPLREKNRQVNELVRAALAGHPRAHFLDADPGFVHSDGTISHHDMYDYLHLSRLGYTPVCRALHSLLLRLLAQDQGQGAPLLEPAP
# LYPLA1 inh – blocks human lysophospholipase 1, a PME1 counter-screen | recombinant LYPLA1, FP-Rh probe fluorescence polarization | inhibition, % at 5.9 µM | actives 0.16% (n = 320,000) | O75608;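 active = inhibition above the mean of all tested compounds plus 3 SD, set per campaign, cut at about 14% in these data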;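 also: inhibitors block serine hydrolase probe labeling of LYPLA1 so polarization falls; 0% = enzyme with DMSO and 100% = wells lacking LYPLA1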
# Target sequence (O75608 whole entry, looked up): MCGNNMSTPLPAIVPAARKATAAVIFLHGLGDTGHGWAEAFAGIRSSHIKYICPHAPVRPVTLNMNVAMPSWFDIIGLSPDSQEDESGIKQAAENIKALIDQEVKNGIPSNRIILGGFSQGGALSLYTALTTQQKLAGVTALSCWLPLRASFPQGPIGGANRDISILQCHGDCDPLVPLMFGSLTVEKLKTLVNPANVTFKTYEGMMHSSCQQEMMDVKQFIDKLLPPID
# PAD4 FP inh – blocks human protein arginine deiminase 4 | Q9UM07 | recombinant PAD4, RCA probe fluorescence polarization | inhibition, % at 6.36 µM | actives 0.41% (n = 330,000) | AID 485272;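 active = percent inhibition above a cutoff equal to the mean of all tested compounds plus 3 SD, cut at about 15% in these data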;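 also: 0% = PAD4 with RCA probe and DMSO and 100% = probe without PAD4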
# PME-1 primary – PME-1 (human) inhibition | recombinant PME-1, FP-Rh probe fluorescence polarization | inhibition, % at 5.9 µM | actives 0.53% (n = 320,000) | AID 2130;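 active = inhibition above the campaign mean of all compounds plus 3 SD, cut at about 26% in these data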;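 also: competitive labeling of PME-1 active site by serine hydrolase directed probe; 0% = PME-1 with DMSO and 100% = wells lacking PME-1 enzyme; inhibitors block probe labeling so polarization falls and inhibition rises; many of its hits are not listed in these tables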
# GSTO1 inh – blocks human GSTO1 in RBBP9 counter-screen; AID 1974; inhibition, % at 5.96 µM; recombinant GSTO1, activity-based probe fluorescence polarization; P78417; actives 1.1% (n = 300,000);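 active = inhibition above the campaign mean inhibition plus 3 SD, cut at about 35% in these data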;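 also: 0% = GSTO1-1 with DMSO and 100% = wells lacking GSTO1-1 enzyme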
# Fam108B counter – Fam108B inhibition, counter-screen for RBBP9 inhibitors; actives 0.33% (n = 300,000); AID 1947; inhibition, % at 9.51 µM; recombinant Fam108B, FP-Rh probe fluorescence polarization;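 active = inhibition above the screen mean inhibition plus 3 SD, computed separately per campaign, cut at about 18% in these data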;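 also: inhibitors lower polarization as less probe binds the enzyme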
# Active calls of the source: *; . = no result given. Only part of the results is shown. The share of hits here may be higher or lower than overall.
SMILES,PAFAH2 inh,pPAFAH FP inh,PAFAH1B2 FP inh,PAFAH1B3 FP inh,LYPLA1 inh,PAD4 FP inh,PME-1 primary,GSTO1 inh,Fam108B counter
CCCCNc1c(NC(C)=O)c(=O)oc2ccccc12,-5,1,0,1,-2,-4,-1,0,-3
COc1ccccc1Nc1nnc(SCC(=O)Nc2nc(-c3ccc(F)cc3)cs2)s1,-17,2,-1,-2,-13,-9,-9,-8,-2
COc1ccc(CSCC(=O)Nc2ccccc2)cc1[N+](=O)[O-],-6,2,0,8,-5,4,-1,6,3
COc1ccccc1C(=O)NCC(=O)NCCC(c1ccccc1)c1ccccc1,0,-2,3,1,0,-1,4,.,.
CN(CC(=O)Nc1ccccc1F)Cc1cccs1,4,5,4,-2,1,1,-1,1,2
COc1ccc(CN2CCN(C3CCOCC3)CC2CCO)c(C)c1C (stereo not drawn),-1,3,4,5,-2,2,7,6,0
Cc1nc(SCC(N)=O)c(C#N)c(C)c1C,-2,-2,5,0,7,-4,1,-1,2
Cc1ccc(NC(=O)COc2cccnc2[N+](=O)[O-])cc1S(=O)(=O)N1CCOCC1,0,0,0,3,-1,1,1,6,0
Cc1cccc(-c2ncc(CN3CCN(CCC(C)C)C(CCO)C3)cn2)c1 (stereo not drawn),1,-1,6,5,0,6,-7,-11,-3
COc1ccc(OC/C(O)=C(\C#N)c2nc3ccccc3[nH]2)cc1,-1,5,-3,8,0,-5,-1,1,-4
Cc1cc(C)n2nc(C(=O)OCC(=O)Nc3ccc(F)cc3F)nc2n1,3,3,1,-2,1,4,-2,-1,0
FC(F)(F)c1cccc(NC(=S)NCc2ccc(Cl)cc2)c1,-1,-3,6,1,-14,-5,-11,-11,-9
CCOC(=O)c1c(NC(=O)CSc2nnc(-c3cccnc3)o2)sc2c1CCC2,1,6,-3,-1,0,-1,-4,-2,-1
O=C(c1cc(COc2c(F)cccc2F)on1)N1CCSCC1,0,2,4,-2,1,-1,0,9,-3
Cc1ccsc1C(=O)N/N=C/c1ccc([N+](=O)[O-])cc1,1,2,0,4,6,1,2,0,7
COCCNC(=O)C(c1cccnc1)N(Cc1ccccc1)C(=O)Cn1nnc2ccccc21 (stereo not drawn),2,-2,0,5,0,-2,-3,8,4
O=C(CSc1nc2ccccc2nc1N1CCCC1)Nc1ccc(Cl)cc1,-4,9,4,12,-12,-2,8,3,-3
COc1ccc(C=O)cc1COc1ccc(C)cc1[N+](=O)[O-],-7,12,0,1,1,5,-1,0,1
Nc1ccc(S(=O)(=O)NC2(C(F)(F)F)NC(=O)N(Cc3ccccc3)C2=O)cc1 (stereo not drawn),-10,-2,8,4,0,1,-3,10,3
CSCCC(C)N1CCC(Oc2ccc(C(=O)N3CCCC3)cc2)CC1 (stereo not drawn),1,-1,-4,-2,0,1,2,4,3
O=C1CN(C(=O)COC(=O)CNC(=O)c2ccccc2)c2ccccc2N1,-3,0,0,0,3,-3,0,89*,-1
CN(C)C(=O)c1ccc(OCC(F)(F)F)nc1,-5,4,4,0,1,-1,-2,6,1
CSc1cccc(NC(=O)C2CCCN(S(=O)(=O)c3ccc(F)cc3)C2)c1 (stereo not drawn),5,-1,6,8,-7,-3,-2,10,-5
COc1ccc(Oc2nnc(C)c3ccccc23)cc1,3,3,-3,9,4,3,-6,-2,-2

# Results in PAFAH1B2 FP inh, for four of the compounds above:
SMILES	PAFAH1B2 FP inh
Nc1ccc(S(=O)(=O)NC2(C(F)(F)F)NC(=O)N(Cc3ccccc3)C2=O)cc1 (stereo not drawn)	8
FC(F)(F)c1cccc(NC(=S)NCc2ccc(Cl)cc2)c1	6
COc1ccc(Oc2nnc(C)c3ccccc23)cc1	-3
Cc1cc(C)n2nc(C(=O)OCC(=O)Nc3ccc(F)cc3F)nc2n1	1

# Further compounds
SMILES,PAFAH2 inh,pPAFAH FP inh,PAFAH1B2 FP inh,PAFAH1B3 FP inh,LYPLA1 inh,PAD4 FP inh,PME-1 primary,GSTO1 inh,Fam108B counter
CCOC(=O)c1cccc(NC(=O)CSc2nc(N)cc(N)n2)c1,-5,-1,3,5,0,-8,-1,1,-3
COc1ccc(C(=O)Nc2c(C)csc2C(=O)O)cc1,.,0,.,.,-3,-3,4,0,5
COC(=O)c1cc(C)sc1NC(=S)N1CCN(CCc2ccccc2)CC1,0,-3,-2,1,2,-3,1,-8,2
Cc1cc(C)c2c(=O)[nH]n(C3CCCCCC3)c2n1,9,-2,2,4,1,3,-2,5,-1
O=C(Nc1cc(S(=O)(=O)N2CCOCC2)ccc1N1CCOCC1)c1cnccn1,-4,-6,8,6,0,-8,-2,-1,-6
Cn1c(=O)oc2cc(C(=O)c3ccccc3)ccc21,-3,1,2,5,4,-2,-2,-4,8
O=C(c1sccc1-c1ccccc1)N1CCN(S(=O)(=O)c2ccccc2)CC1,1,3,10,12,3,0,-1,1,-2
COc1ccc(N2CCN(C(=O)CCC(=O)N3CCOc4ccc(Cl)cc43)CC2)cc1,4,3,-2,2,0,-3,3,-1,-2
O=C(Cn1ccc2ccccc2c1=O)NCCC(=O)N1CCN(C(=O)c2ccco2)CC1,3,1,0,7,3,-4,-3,0,-5
Oc1cccc(C2c3[nH]c4ccccc4c3CCN2Cc2ccc3c(c2)CCO3)c1 (stereo not drawn),3,2,1,17,-3,0,3,10,0
CC(C)n1cnnc1SCC(=O)Nc1cccnc1Cl,7,-3,-7,5,.,1,.,.,.
Nn1cnnc1SCC(=O)N1CCc2ccccc2C1,3,-2,4,2,1,-4,-2,.,.

# Six structures already listed, arranged by SMILES length, falling:
SMILES,PAFAH2 inh,pPAFAH FP inh,PAFAH1B2 FP inh,PAFAH1B3 FP inh,LYPLA1 inh,PAD4 FP inh,PME-1 primary,GSTO1 inh,Fam108B counter
O=C(Cn1ccc2ccccc2c1=O)NCCC(=O)N1CCN(C(=O)c2ccco2)CC1,3,1,0,7,3,-4,-3,0,-5
Oc1cccc(C2c3[nH]c4ccccc4c3CCN2Cc2ccc3c(c2)CCO3)c1 (stereo not drawn),3,2,1,17,-3,0,3,10,0
O=C(c1sccc1-c1ccccc1)N1CCN(S(=O)(=O)c2ccccc2)CC1,1,3,10,12,3,0,-1,1,-2
CCOC(=O)c1cccc(NC(=O)CSc2nc(N)cc(N)n2)c1,-5,-1,3,5,0,-8,-1,1,-3
Cn1c(=O)oc2cc(C(=O)c3ccccc3)ccc21,-3,1,2,5,4,-2,-2,-4,8
CC(C)n1cnnc1SCC(=O)Nc1cccnc1Cl,7,-3,-7,5,.,1,.,.,.

# Next structures.
SMILES,PAFAH2 inh,pPAFAH FP inh,PAFAH1B2 FP inh,PAFAH1B3 FP inh,LYPLA1 inh,PAD4 FP inh,PME-1 primary,GSTO1 inh,Fam108B counter
COc1cc(C(=O)Nc2ccccc2N2CCOCC2)ccc1OCc1c(C)noc1C,-5,-2,0,-3,0,-3,2,-1,-4
O=C(N/N=C\c1cc(Br)c(Br)o1)C1COc2ccccc2O1 (stereo not drawn),4,-1,-1,-4,-7,-5,-7,7,2
CCOC(=O)c1c(NC(=O)CN2CCCCC2)sc2c1CCC(C=O)=C2Cl,-3,6,0,-4,-1,-1,-7,13,-2
CCOC(=O)c1nc(N)c(=O)n(-c2ccccc2)n1,-1,0,2,6,0,-3,4,8,1
CC[N+](CC)(CC)CCC(O)(c1ccccc1)C1CCCCC1 (stereo not drawn),-6,-5,0,-9,0,-2,0,0,-5
O=C(Nc1nnc(C(F)(F)F)s1)c1cccnc1,3,-8,0,-7,-3,0,-2,-9,4
CC(C)CCc1noc(CN(CC2CCC2)CC2CCCO2)n1 (stereo not drawn),-8,2,-2,-1,-3,1,0,4,0
O=C(CC1C(=O)NCCN1Cc1cccc(Oc2ccccc2)c1)NCC1CCOCC1 (stereo not drawn),-4,4,-1,2,-4,5,-6,0,0
COc1cc(NCc2ccccc2)c2ncn(C(C)C)c2c1,4,9,5,3,4,-3,7,.,.
COc1cc(SC)ccc1C(=O)NCCCOC(C)C,7,3,4,0,-1,-1,0,6,3
O=C(Nc1sc2c(c1C(=O)O)CCCCC2)c1cccnc1,0,0,-1,-3,1,3,9,-1,3
C/C=C/c1c(F)c(F)c(Oc2ccc(C(=O)O)cc2)c(F)c1F,7,5,5,5,-14,4,0,14,4
CCOc1ccc2c(c1)N(C(=O)CN1C(=O)CCC1=O)C(C)(C)C=C2C,-4,-3,1,-4,-2,-3,-5,4,0
CC(C)CN(C(=O)c1cc2ccccc2o1)c1c(N)n(CC(C)C)c(=O)[nH]c1=O,0,6,0,4,0,-1,-1,3,-1
Cc1cc(C)c(C(=O)/C=C/c2cccs2)c(=O)[nH]1,1,-9,3,9,0,-4,-3,1,7
CCOC(=O)CC1C(=O)NCCN1C(=O)Nc1ccccc1 (stereo not drawn),-9,0,-3,3,-2,0,-3,-2,-4
CCn1c(C)c(CCC(=O)O)c(=O)n2nc(-c3ccccc3OC)cc12,7,3,3,7,1,1,1,-2,2
COCCN(C(=O)COC(=O)/C=C/c1ccc2ccccc2n1)c1c(N)n(Cc2ccccc2)c(=O)[nH]c1=O,2,3,6,10,0,2,5,-2,1
CC[C@H](C)Cc1cn([C@@H](CCCN=C(N)N)C(=O)NCCCCCCCCCCC(=O)N2CCNCC2)nn1,7,-2,-1,10,-1,-1,3,-4,-3
CC1(C)c2ssc(=S)c2-c2ccccc2N1C(=O)c1ccco1,2,1,5,7,-5,0,6,-2,0
COc1ccc2c3c([nH]c2c1)C(C)N(C(C)=O)CC3 (stereo not drawn),-4,3,0,-8,-1,0,-4,1,2
CCOc1ccc(NC(=O)CCN2C(=O)c3ccccc3C2=O)cc1,-6,3,5,3,-1,1,-5,0,2
C[C@H](NC(=O)[C@@H]1CSC2c3ccccc3C(=O)N21)C(=O)NC1CCCCC1 (stereo partly drawn),-2,-10,2,-2,-6,-1,4,-2,-2
COC(=O)C1(S(=O)(=O)c2ccc(C)cc2)CCOCC1,8,-1,-1,-5,-1,-1,-5,12,7
CC(=O)C1=C(C)NC(=O)NC1/C=C/c1ccccc1 (stereo not drawn),-6,4,1,-2,-1,-3,-3,1,-4
CC1SCC(=O)N(CC(=O)Nc2ccc3c(c2)OCCO3)C1=O (stereo not drawn),1,2,-1,5,-2,-5,6,7,-1
